Neddylation inh: cullin neddylation inhibition; P61081+Q13564; TR-FRET cullin neddylation, biochemical; 360,000 tested, 0.58% active; calls only at 25 µM; in the data active = inhibition above about 36%
Target sequence (P61081 whole entry, looked up): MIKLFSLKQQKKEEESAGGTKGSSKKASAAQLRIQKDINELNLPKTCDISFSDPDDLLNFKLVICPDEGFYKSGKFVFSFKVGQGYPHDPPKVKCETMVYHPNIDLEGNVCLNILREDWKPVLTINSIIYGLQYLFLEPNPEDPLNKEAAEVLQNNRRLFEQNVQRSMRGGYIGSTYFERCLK
Target sequence (Q13564 whole entry, looked up): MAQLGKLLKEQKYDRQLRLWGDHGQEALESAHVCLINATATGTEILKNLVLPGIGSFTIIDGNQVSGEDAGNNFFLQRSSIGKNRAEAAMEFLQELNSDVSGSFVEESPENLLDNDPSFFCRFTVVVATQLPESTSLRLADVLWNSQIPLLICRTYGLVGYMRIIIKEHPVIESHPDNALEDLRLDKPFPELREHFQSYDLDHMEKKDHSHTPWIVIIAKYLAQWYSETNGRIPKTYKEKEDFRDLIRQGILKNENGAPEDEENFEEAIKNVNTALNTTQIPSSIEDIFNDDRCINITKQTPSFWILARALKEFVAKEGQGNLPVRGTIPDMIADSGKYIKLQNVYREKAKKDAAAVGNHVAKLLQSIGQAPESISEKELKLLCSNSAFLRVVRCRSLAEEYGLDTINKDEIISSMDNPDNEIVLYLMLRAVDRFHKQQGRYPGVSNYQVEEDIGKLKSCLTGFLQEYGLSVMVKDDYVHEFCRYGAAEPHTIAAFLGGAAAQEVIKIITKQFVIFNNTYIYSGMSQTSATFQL
SKN-1 inh: blocks SKN-1 activity in C. elegans | C. elegans VP596 Pgst-4::GFP/RFP ratio, acrylamide-induced, 24 h | inhibition, % at 21.8 µM | 360,000 tested, 0.49% active;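 active = interference check ratio from 0.5 to 1.5 plus GFP to RFP signal ratio inhibition reaching or exceeding a fixed threshold, cut at about 30% in these data, passing the limit was not always enough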; also: some compounds called inactive have numbers as strong as hits
MLLE-PAM2 inh: inhibitors of microRNA-mediated deadenylation, human PABP1 MLLE binding; P11940; GST-MLLE / FITC-PAM2 fluorescence polarization; inhibition, % at 20 µM; 360,000 tested, 0.36% active; in the data active = inhibition above about 35%, passing the limit was not always enough;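 also: plate controls were DMSO wells with GST-MLLE for no effect and wells lacking GST-MLLE protein for full effect; some results filed as inactive read as strong as hits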
Rpn11 block: blocks the human proteasome subunit Rpn11; calls only at 20 µM; human 26S proteasome, Ub4-pepOG fluorescence polarization; 20S core pre-blocked with epoxomicin; 360,000 tested, 0.59% active; AID 588493;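 active = inhibition at 20 µM, scaled to each plate's controls, above about 33%, limit read from the data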
Target sequence (O00487 whole entry, looked up): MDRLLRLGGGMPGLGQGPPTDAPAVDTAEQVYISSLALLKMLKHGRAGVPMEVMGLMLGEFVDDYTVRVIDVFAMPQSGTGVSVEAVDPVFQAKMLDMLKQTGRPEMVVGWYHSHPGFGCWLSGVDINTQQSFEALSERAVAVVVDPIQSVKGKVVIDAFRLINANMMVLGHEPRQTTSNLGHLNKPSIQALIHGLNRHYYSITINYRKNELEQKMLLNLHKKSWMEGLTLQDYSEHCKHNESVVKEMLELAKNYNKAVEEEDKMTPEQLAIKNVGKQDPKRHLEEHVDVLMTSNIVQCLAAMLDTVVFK
MT1-MMP act inh: blocks activation of human MT1-MMP; P50281; HT1080 RFP-PRO-GFP cells, GFP/RFP ratio fluorescence, overnight; percent of plate control window, DMSO zero; GFP/RFP ratio change, % at 20 µM; AID 651647; 360,000 tested, 0.061% active;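 active = GFP/RFP ratio change of at least 30% with cell ATP level not reduced by more than half and red fluorescence within 50% of control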; also: strong numbers were not always called active
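Compound: 20 µM single dose, 1% DMSO / System: HT1080 RFP-PRO-GFP cells / Controls: DMSO and RFP-L50D-GFP cell wells / Read-out basis: GFP/RFP fluorescence ratio / Schedule: overnight compound exposure at 37 °C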
NadD block: blocks S. aureus nicotinate mononucleotide adenylyltransferase. inhibition, % at 20 µM. 360,000 tested, 0.78% active. purified NadD enzyme, colorimetric absorbance read-out; in the data active = inhibition above about 26%; also: some compounds past the cut are filed as inactive
FAS TE block: inhibitors of human fatty acid synthase thioesterase domain. inhibition, % at 15 µM. recombinant FAS-TE, OMFH fluorogenic substrate, fluorescence endpoint. 360,000 tested, 0.67% active. P49327;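 active = compounds whose normalised, plate-corrected inhibition of enzyme fluorescence in the single-dose primary screen is 50% or more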;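 also: 0% = DMSO with enzyme and 100% = substrate without enzyme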
Rin1-Abl PPI inh: blocks binding of human Rin1 to Abl | P00519+Q13671 | TR-FRET Rin1/Abl binding, biochemical | inhibition, % at 7.35 µM | 360,000 tested, 0.4% active | AID 588664; in the data active = inhibition above about 5%, passing the limit was not always enough
CSN inh: CSN deneddylation inhibition; Q92905; Purified CSN, SCF-Nedd8-OG deneddylation, fluorescence polarization; inhibition, % at 12.5 µM; 360,000 tested, 0.38% active; AID 651999;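 active = pattern-corrected inhibition above about 35%, with an unprinted fluorescence ratio check between 0.5 and 1.5, limit read from the data, passing the limit was not always enough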;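 also: 0% = enzyme with substrate and 100% = substrate without enzyme; some results filed as inactive read as strong as hits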
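Schedule: reaction 90 min, room temperature / Assay system: HEK293T-derived human Csn5 enzyme / Input: Csn5 at 0.24 nM final / Measure: inhibition of Csn5 cleavage, % / Control set: substrate-only high control, full reaction low control / Technique: fluorescence polarization of the substrate / Buffer or medium: Tris/NaCl/DTT buffer, pH 7.5 / Reagent: SCFSkp2-Nedd8OG substrate at 10 nM final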
* hit, by the source's call; i = inactive; nt = not tested or not shown.

Compound	Neddylation inh	SKN-1 inh	MLLE-PAM2 inh	Rpn11 block	MT1-MMP act inh	NadD block	FAS TE block	Rin1-Abl PPI inh	CSN inh
CCOc1ccc2oc(C(=O)NNC(=O)c3ccccc3O)c(C)c2c1	i	-3	-4	i	10	3	12	0	1
COc1ccc(Cn2ccnc2SCC(=O)Nc2cccc(NC(C)=O)c2)cc1	i	-2	-1	i	2	-4	0	-2	9
Cc1ccc(NC(=O)N2CCC(C(=O)NCc3ccccc3)CC2)cc1	i	-17	-5	i	-4	1	-8	-1	2
CCSC1=C(C#N)C(c2cccc(Br)c2)CC(=O)N1 (stereo not given)	i	11	-18	i	5	7	-9	2	1
CCCn1c2ccccc2c2nnc(SC(CC)C(=O)Nc3cc(C)on3)nc21 (stereo not given)	i	-4	11	i	-4	2	12	-5	-8
COc1ccccc1NC(=S)N(Cc1ccco1)Cc1cc2cccc(C)c2[nH]c1=O	i	4	-96	i	0	7	20	2	4
COCCNC(=O)CCCCCn1c(=S)[nH]c2ccccc2c1=O	i	15	-36	i	3	1	-2	-1	0
CC(C(=O)NCCN1C(=O)S/C(=C\c2cccnc2)C1=O)N1C(=O)c2ccccc2C1=O (stereo not given)	i	-1	17	i	1	-1	4	2	-1
Cc1cccc(C)c1NC(=O)C(c1cccc([N+](=O)[O-])c1)N(C)C(=O)c1ccccn1 (stereo not given)	i	18	-14	i	-2	1	-4	-2	-4
Cc1ccc(C)c(S(=O)(=O)N(C(=O)c2ccncc2)c2ccc(OC(=O)c3ccncc3)cc2)c1	i	-4	1	i	1	-6	19	4	-1
CCCCCCC1CC(CC(=O)Nc2ccc([N+](=O)[O-])cc2)C(=O)O1 (stereo not given)	i	5	8	i	-2	-2	47	-2	-1
CCN1c2ccccc2S(=O)(=O)c2ccccc21	i	11	2	i	0	-4	2	3	-1
O=C(C[n+]1ccccc1)c1ccc(NC(=O)c2ccccc2)cc1	i	8	-121	i	-2	4	-6	1	1
CC(=O)Oc1ccc2ccc(=O)oc2c1	nt	-8	3	i	0	-1	2	-1	0
Cc1ccc(CC(CC(=O)Nc2cccc(C(F)(F)F)c2)C(=O)O)cc1 (stereo not given)	i	-1	11	i	2	1	-8	5	-7
COc1ccccc1N1CCN(C(=O)COc2ccc(S(=O)(=O)NC(C)C)cc2)CC1	i	2	0	i	3	0	-5	1	-2
CN(C(=O)c1ccccc1NC(=O)C(F)(F)F)c1ccccc1	i	-12	-5	i	10	4	-10	-1	2
Cc1noc(C)c1S(=O)(=O)N1CCC(C(=O)NC2CCCc3ccccc32)CC1 (stereo not given)	i	2	10	i	0	-2	3	-2	-1
COc1ccc(S(=O)(=O)Nc2ccccc2OC)cc1NC(=O)CC1CC2CCC1C2 (stereo not given)	i	-3	17	i	-3	-10	23	0	-4
CC(Oc1ccc(Cl)cc1Cl)C(=O)Nc1ccc(N2CCN(C)CC2)cc1 (stereo not given)	i	10	12	i	-6	-9	-2	1	6
O=C(C(=O)N1CCN(Cc2ccc3c(c2)OCO3)CC1)c1c[nH]c2ccccc12	i	-11	-14	i	2	-5	-8	4	4
O=C(NC1CCCCC1)C1CCCN(c2nnnn2-c2ccccc2)C1 (stereo not given)	i	3	0	i	-5	-2	-8	3	3
CCn1c(Cc2c(C)[nH]c3ccccc23)nnc1SCC(N)=O	i	-1	-29	i	4	-5	-11	4	3
COc1ccccc1/C=C/C=N/n1c(-c2cc(C)[nH]n2)n[nH]c1=S	i	-9	11	i	-2	6	-6	-2	-3
Cc1cccc(N2CCN(C(=O)c3ccc4c(c3)NC(=O)C(CSCc3cccc(F)c3)N4)CC2C)c1 (stereo not given)	i	8	-141	nt	-46	49*	-19	4	33
COc1cc(/C=C/C(=O)OCC(=O)N2CC(C)OC(C)C2)ccc1OCC#N (stereo not given)	i	10	-10	i	3	6	-5	-3	0
COc1ccc(CCNC(=O)c2ccccc2NC(=O)C2=C(C)OCCS2)c(OC)c1	i	12	-6	i	0	-9	11	-1	0
CC/C(=N\NC(N)=O)c1ccc(OC)c(OC)c1	i	16	12	i	3	-3	-5	-3	4
N#Cc1ccccc1OCC(=O)N(Cc1nnc(-c2ccccc2Cl)o1)C1CC1	i	10	-16	i	-1	-3	0	2	-4
Cc1ccc(C2CC(=O)NC(SCC(=O)OCc3ccccc3)=C2C#N)o1 (stereo not given)	i	-6	21	i	28	-4	-26	-2	1
COc1cc(/C=N/Nc2ccc([N+](=O)[O-])cn2)cc(OC)c1O	i	8	-69	i	-2	-3	4	-5	2
COc1ccc(CNC(=O)c2ccccc2SCC(=O)NCc2ccco2)cc1	i	10	4	i	0	-1	0	0	3
O=C(/C=C/c1ccc(F)cc1)NC(=S)Nc1ccccc1	i	6	21	i	-4	-4	1	2	-1
CN(NC(=O)Nc1ccc(Cl)cc1)c1ncc(C(F)(F)F)cc1Cl	i	1	-4	i	4	-6	13	-5	1
Cc1nn(C)c(C(=O)Nc2c(C)nn(Cc3c(F)c(F)c(F)c(F)c3F)c2C)c1Br	i	1	-1	i	-3	0	0	-2	5
CC(C)(O[C@@H]1O[C@H](CO)[C@@H](O)[C@H](O)[C@H]1O)[C@H]1Cc2cc3ccc(=O)oc3cc2O1	nt	2	-20	i	0	1	-1	2	-6
CC(C(=O)NCCSCc1cccc(Cl)c1)N(c1ccccc1)S(C)(=O)=O (stereo not given)	i	-9	-2	i	2	-3	1	0	-1
N=C1C(=O)OCC1c1ccccc1NC(=O)CN1CCOCC1 (stereo not given)	i	9	-1	i	5	-3	-12	-3	-4
COc1ccc(OC)c(/C=N/NC(=O)CNC(=O)c2ccc(S(=O)(=O)N3CCCC3)cc2)c1	nt	7	15	i	-5	10	0	2	3
CCOC(=O)C1CCN(c2c(NCc3ccc(C(=O)NC(C)CC)cc3)c(=O)c2=O)CC1 (stereo not given)	i	-37	-4	i	0	-3	-5	1	2
CCN1C(=O)C2(C(C#N)=C(N)Oc3n[nH]c(-c4ccc(Cl)cc4)c32)c2ccccc21 (stereo not given)	i	5	9	i	1	-5	6	-3	-1
Cc1cc(NC(=O)CSCC(=O)N(C)Cc2ccc(F)cc2)no1	i	-14	-11	i	0	4	0	-1	2
Cc1cc(NC(=O)CCC(=O)N(Cc2ccco2)C(C(=O)NC2CCCC2)c2ccc(F)cc2)no1 (stereo not given)	i	27	-5	i	-2	-3	1	2	2
CC(C)(C)n1nc2c(c1NC(=O)COc1ccc(Cl)cc1)CSC2	i	6	25	i	-3	46*	6	0	1
Cc1cc(S(=O)(=O)N(Cc2ccccn2)Cc2ccco2)ccc1-n1cnnn1	i	5	17	i	-4	0	-3	4	-5
CC1CCCCN1C(=S)Nc1ccc(OC(F)F)cc1 (stereo not given)	i	-4	-21	i	2	6	-6	-2	-11
Cc1cc2cc(C(c3nnnn3Cc3ccccc3)N3CCc4ccccc43)c(=O)[nH]c2cc1C (stereo not given)	i	10	4	i	-8	28	16	-6	-2
CCOc1ccc(CCN2C(=O)C(=O)N([C@@H](Cc3ccccc3)CN3CCC[C@H]3CN3C(=O)C(=O)NC[C@@H]3Cc3ccccc3)C[C@@H]2Cc2ccc(O)cc2)cc1	i	2	nt	nt	3	71*	12	nt	-1
CC(C)(c1cc(Br)c(O)c(Br)c1)c1cc(Br)c(O)c(Br)c1	i	-13	-6	i	6	9	25	1	5
CCC1CCC(C(=O)NC(C(=O)NCCc2ccc(S(N)(=O)=O)cc2)C(C)C)CC1 (stereo not given)	i	1	3	i	3	-8	-12	4	-4
Cc1ccc(N2CC(C(=O)Nc3ccc(S(=O)(=O)N4CCOCC4)cc3)CC2=O)cc1 (stereo not given)	i	1	3	i	-2	-3	-4	0	1
COc1ccc(NS(=O)(=O)c2ccc(C)c(NC(=O)CNC(=O)c3ccco3)c2)cc1	i	-3	-7	i	4	1	-2	2	-3
Cc1nnc(N(Cc2ccco2)C(=O)c2ccc(C#N)cc2)s1	i	0	10	i	2	4	-3	3	5
O=C(Cn1nc(C(F)(F)F)c2c1CCC2)NCc1ccc(Cl)cc1	i	-5	-1	i	4	2	0	-6	0
O/N=C/c1nc2cc(Cl)ccc2o1	i	7	-6	i	-4	-6	-16	-1	-6
COc1ccc(C(=O)Nn2c(CCC(=O)O)ccc2-c2ccc(C)cc2)cc1OC	i	5	9	i	-4	-3	-4	0	-8
N/C(COc1ccc(Cl)cc1)=N\NS(=O)(=O)c1ccccc1	i	0	6	i	6	-2	-5	4	8
CCOC(=O)c1ccc(S(=O)(=O)Nc2cc(S(=O)(=O)N3CCOCC3)ccc2O)cc1	i	1	32	i	1	4	-4	2	4
Cc1csc(CN(C)C(=O)CC2C(=O)NCCN2Cc2ccc(F)c(F)c2)n1 (stereo not given)	i	0	4	i	-3	-3	-6	0	-2
O=C(NCCC1=CCCCC1)c1cnc2n(c1=O)CCS2	i	-12	11	i	5	1	8	-4	7

Among those listed so far, these contain a nitro group on carbon:
Compound	Neddylation inh	SKN-1 inh	MLLE-PAM2 inh	Rpn11 block	MT1-MMP act inh	NadD block	FAS TE block	Rin1-Abl PPI inh	CSN inh
Cc1cccc(C)c1NC(=O)C(c1cccc([N+](=O)[O-])c1)N(C)C(=O)c1ccccn1 (stereo not given)	i	18	-14	i	-2	1	-4	-2	-4
CCCCCCC1CC(CC(=O)Nc2ccc([N+](=O)[O-])cc2)C(=O)O1 (stereo not given)	i	5	8	i	-2	-2	47	-2	-1
COc1cc(/C=N/Nc2ccc([N+](=O)[O-])cn2)cc(OC)c1O	i	8	-69	i	-2	-3	4	-5	2

(list continues)
Compound	Neddylation inh	SKN-1 inh	MLLE-PAM2 inh	Rpn11 block	MT1-MMP act inh	NadD block	FAS TE block	Rin1-Abl PPI inh	CSN inh
Cc1ccc(C(=O)Nc2ccc3c(c2)CCC3)o1	i	16	2	i	-4	0	-3	-3	3
Cc1ccc(C)c2nc(N3CCCC3)c(C#N)cc12	nt	8	-11	i	-6	32*	0	-5	7
NS(=O)(=O)c1cccc(NC(=O)c2ccc(NS(=O)(=O)c3cccc([N+](=O)[O-])c3)cc2)c1	i	7	11	i	2	-2	-4	-2	2
COc1ccc(N/C(N)=N/c2nc(CSc3ccc(Cl)cc3)cc(=O)[nH]2)cc1	i	-11	-6	i	5	5	7	1	2
CC(C)Nc1nc(-c2ccccc2CO)c2sccc2n1	nt	-11	-3	i	2	-5	5	-6	2
COc1ccc(C(=O)N2CCOC2CNC(=O)C(=O)NCc2ccccc2Cl)cc1 (stereo not given)	i	-3	8	i	3	3	-4	-2	0
O=C(OCc1c(F)cccc1Cl)c1cccc(S(=O)(=O)N2CCOCC2)c1	i	-2	-4	i	-4	-9	23	1	0
O=C(CCCC(=O)OCC(Cl)=C(Cl)Cl)Nc1cccc(F)c1	i	-24	-4	i	4	-7	19	-4	-1
CC(C)n1c(C(F)(F)F)nc2cc(C(=O)N3CCOCC3)ccc21	i	-1	2	i	1	-7	-7	1	0
CCCCn1c(-c2ccsc2)nc2c1c(=O)[nH]c(=O)n2CCC	i	-6	16	i	11	3	-2	5	1
CC(C)CNS(=O)(=O)c1ccc2c(c1)OCCO2	i	10	-5	i	1	-5	-3	-2	-1
COC(=O)CCCCCC(CCC(=O)OC)NC(C)=O (stereo not given)	i	22	-13	i	4	0	-8	-5	-5
